Assay outcomes: PubChem BioAssay, several laboratories
p-CIP stab down = p/CIP protein destabilization. Q05BA5. F442A p/CIP-EGFP cells, EGFP fluorescence, 16 h. decrease of EGFP signal, % at 10 µM. 290,000 tested, 0.01% active. AID 1984;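 active = EGFP signal decrease of at least 30% at 10 µM or well 3 SD below plate mean, unless failing retest; inactive = the rest, including hits failing retest or dose response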; note: some compounds called inactive have numbers as strong as hits; many of its hits are not listed in these tables
PfM18AAP inh = blocks P. falciparum M18 aspartyl aminopeptidase; recombinant PfM18AAP, H-Glu-NHMec fluorogenic cleavage; inhibition, % at 7.35 µM; 290,000 tested, 1.2% active;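 active = inhibition above the campaign mean inhibition over all tested compounds plus 3 SD, cut at about 28% in these data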;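 note: 0% = plate median of test compound wells and 100% = 2 mM ZnCl2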
IMP-1 inh = inhibitors of Pseudomonas aeruginosa IMP-1 metallo-beta-lactamase; purified IMP-1, nitrocefin hydrolysis, epi-absorbance fluorescence; inhibition, % at 5.6 µM; 290,000 tested, 0.45% active;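 active = inhibition above the mean plus 3 SD of all compounds in the same screening run, cut at about 4.5% in these data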;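 note: 0% = IMP-1 with DMSO and 100% = DMSO wells lacking enzyme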
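Test system: recombinant IMP-1 enzyme, purified / Medium: HEPES buffer pH 7.1 with ZnSO4 and Brij 35 / Doses: single dose, 5.6 µM / Times: 25 °C, 15 min preincubation, 25 min reaction / Detection: Epi-absorbance via hydrolysed-nitrocefin quenching of white-plate fluorescence, 480/530 nm, EDTA stop / Evaluation: percent inhibition from optical density relative to buffer-blank wells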
IDE cell inh = inhibitors of human insulin-degrading enzyme in cells; P14735; HEK cells, FAbetaB cleavage, fluorescence polarization; inhibition, % at 5.59 µM; 320,000 tested, 0.41% active; AID 434962;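 active = percent inhibition above the average of all tested compounds plus 3 SD, set per screening campaign, cut at about 16% in these data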;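 note: IDE supplied by intact live HEK cells; FP after avidin binding of uncleaved biotin substrate so inhibition keeps polarization high; 0% = DMSO wells and 100% = 60 µM reference IDE inhibitor Ii1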
Target sequence (P14735 whole entry, looked up): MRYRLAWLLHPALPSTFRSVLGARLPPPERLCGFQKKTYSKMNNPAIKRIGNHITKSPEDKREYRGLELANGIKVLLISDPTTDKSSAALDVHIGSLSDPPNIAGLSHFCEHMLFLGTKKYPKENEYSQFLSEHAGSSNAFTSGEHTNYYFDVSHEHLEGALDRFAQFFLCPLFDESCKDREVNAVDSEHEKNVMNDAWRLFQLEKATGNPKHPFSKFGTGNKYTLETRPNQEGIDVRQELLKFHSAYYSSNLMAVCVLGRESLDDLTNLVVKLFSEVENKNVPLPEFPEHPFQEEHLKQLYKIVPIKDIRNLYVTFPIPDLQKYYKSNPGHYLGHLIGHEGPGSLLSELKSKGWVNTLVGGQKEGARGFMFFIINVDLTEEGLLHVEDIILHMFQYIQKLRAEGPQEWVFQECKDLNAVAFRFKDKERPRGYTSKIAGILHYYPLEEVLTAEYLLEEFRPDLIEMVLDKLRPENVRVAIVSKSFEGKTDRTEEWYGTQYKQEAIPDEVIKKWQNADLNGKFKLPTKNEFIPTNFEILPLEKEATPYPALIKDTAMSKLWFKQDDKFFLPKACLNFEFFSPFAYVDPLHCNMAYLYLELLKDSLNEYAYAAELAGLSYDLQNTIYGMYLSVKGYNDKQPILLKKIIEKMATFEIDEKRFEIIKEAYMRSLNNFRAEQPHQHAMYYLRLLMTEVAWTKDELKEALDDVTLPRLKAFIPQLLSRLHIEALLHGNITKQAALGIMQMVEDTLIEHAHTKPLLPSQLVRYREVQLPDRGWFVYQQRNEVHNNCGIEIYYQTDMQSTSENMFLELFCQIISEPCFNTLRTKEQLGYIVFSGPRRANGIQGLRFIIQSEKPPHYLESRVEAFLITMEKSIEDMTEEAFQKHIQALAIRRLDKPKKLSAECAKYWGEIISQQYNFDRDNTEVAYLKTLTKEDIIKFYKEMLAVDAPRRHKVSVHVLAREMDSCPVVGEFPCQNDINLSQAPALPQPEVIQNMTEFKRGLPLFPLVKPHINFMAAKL
SUMO HTRF inh = inhibitors of human SUMOylation (UBC9); inhibition, % at 35 µM; 290,000 tested, 0.36% active; HTRF SUMOylation assay, SAE1/SAE2 + UBC9, in vitro; in the data active = inhibition above about 50%, passing the limit was not always enough; note: strong numbers were not always called active
FID counter = counter-screen for HCV NS3 helicase inhibitors: DNA intercalator displacement. 290,000 tested, 0.17% active. inhibition, % at 7.9 µM. DNA fluorescent intercalator displacement, fluorescence; in the data active = inhibition above about 37%;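 note: 0% = vehicle and 100% = reference compound; higher means more ethidium bromide displaced from hairpin DNA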
NS3 helicase inh = blocks Hepatitis C virus NS3 helicase unwinding | 290,000 tested, 0.56% active | NS3 helicase DNA unwinding, Cy5 molecular beacon fluorescence | inhibition, % at 10.9 µM;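 active = inhibition above the mean of all tested compounds plus 3 SD, set per campaign, cut at about 35% in these data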;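 note: 0% = DMSO wells and 100% = thioflavine S control wells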
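Test system: hepatitis C virus NS3 helicase domain fragment enzyme. Also added: annealed dual-labelled DNA beacon duplex, ATP-started. Timing: 60 min unwinding reaction at 25 °C after ATP addition. Technique: Cy5 fluorescence. Measure: % inhibition of unwinding.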
VIM-2 inhibitor = inhibitors of Pseudomonas aeruginosa VIM-2 metallo-beta-lactamase | purified VIM-2, nitrocefin hydrolysis, epi-absorbance fluorescence | inhibition, % at 5.6 µM | 290,000 tested, 0.89% active;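 active = inhibition above the mean of all tested compounds plus 3 SD, cutoff set per screening run, cut at about 7.5% in these data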;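 note: red hydrolysis product quenches plate fluorescence so inhibitors raise well fluorescence; 0% = enzyme with DMSO and 100% = DMSO without enzyme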
IDE act = IDE (human) activation, cell-based; P14735; HEK cells, FAbeta-B cleavage, fluorescence polarization; 0% vehicle, 100% cell-free pure enzyme wells; activation, % at 5.96 µM; 340,000 tested, 0.073% active; AID 493087;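 active = activation above the mean of all tested compounds plus 3 SD, set per screening campaign, cut at about 17% in these data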
An asterisk follows results filed as active; x = no result given. Not all compounds are listed; count on the stated rates, not on these rows.

SMILES	p-CIP stab down	PfM18AAP inh	IMP-1 inh	IDE cell inh	SUMO HTRF inh	FID counter	NS3 helicase inh	VIM-2 inhibitor	IDE act
NCCc1ccc(S(N)(=O)=O)cc1	10.1	-9.4	-1.1	-2.4	6.7	-18.6	1.1	-1.9	5.0
NP(=O)(OCCCc1ccccc1)c1ccccc1 (stereo not given)	-14.0	4.9	-2.3	-3.0	8.3	-9.1	2.4	-1.3	4.9
CC(C)OC(=O)C1C2c3ccccc3C(c3ccccc32)C1C(=O)O (stereo not given)	-8.9	0.4	-4.0	5.7	21.9	-0.9	3.1	-4.1	10.1
CCCC1(CCC)C(=O)NC(=Nc2ccccc2)NC1=O	-4.3	-0.9	-6.5	-4.0	11.9	-1.3	7.0	-2.5	3.3
O=C1NC(=O)C2(Cc3ccccc3N3CCCC32)C(=O)N1c1ccc(Cl)cc1 (stereo not given)	-19.0	3.9	-2.4	3.0	-7.2	-7.3	-2.7	-1.8	x
CN(C)c1ccc(C(=O)c2ccc(N(C)C)cc2)cc1	-13.4	9.1	-4.7	3.0	13.1	-9.6	10.2	-1.4	-3.5
O=C1CC(c2cccnc2)=NN1c1ccccc1	-6.2	5.2	-1.3	2.2	8.4	-6.7	17.6	-0.9	2.5
CC(Cc1ccccc1)NC(=O)Cc1ccc([N+](=O)[O-])cc1 (stereo not given)	-4.8	-12.5	-2.3	4.7	-1.9	-2.0	-3.6	-4.0	-1.1
CN(C)C1(c2nnnn2-c2ccc(Cl)cc2)CCCCC1	-6.9	-1.1	-6.1	-4.7	9.2	-4.4	-8.0	1.4	2.2
c1cncc(C2CC(c3cccs3)n3ncnc3N2)c1 (stereo not given)	2.5	1.1	-2.1	6.0	2.5	-6.1	-6.6	-1.4	4.2
Nc1ccc(CCN2CCCC2)cc1	-11.1	-2.9	-2.9	-1.9	9.9	6.3	-11.2	0.1	0.8
O=c1[nH]c(O)c(N=Nc2ccc3c(c2)OCCO3)c(=O)[nH]1	0.9	3.0	-3.7	4.2	3.3	-3.0	10.9	-1.5	3.2
CCCCCCCSc1cc(OC)c(CCNC)cc1OC	-0.2	1.1	-1.2	-4.2	15.5	20.7	-80.4	-2.5	3.9
CN1CCCN(C(=O)COc2ccccc2Br)CC1	-19.2	0.5	-0.3	-0.2	-3.7	-0.3	-0.6	-3.1	3.5
CCCCn1c(=O)c(C(=O)NCc2ccco2)c(O)c2ccccc21	-14.9	5.1	-2.4	5.3	-37.6	6.5	-0.3	-0.1	12.3
O=C(c1ccc(Cl)cc1)C1CCCN(Cc2ccc3c(c2)OCCO3)C1 (stereo not given)	-2.5	1.5	-2.1	-1.0	8.1	23.2	-18.8	-2.8	7.1
Cc1ccc(-c2nc3ccc(Cl)cc3n2OC(=O)N(C)C)cc1	6.0	-2.7	-3.0	2.7	19.0	-24.9	0.0	-3.4	3.9
Cc1ccc(-c2nn(Cc3ccccc3)cc2C(=O)O)cc1	5.2	-2.1	-2.0	-1.0	11.4	-14.7	1.7	-2.6	6.1
CC1=NOC2(C)Nc3ncnn3C(c3ccccc3)C12 (stereo not given)	0.3	-0.1	-1.5	5.1	-8.4	3.7	0.9	-1.2	5.0
COc1cc(-n2c(=S)[nH]c3ccccc3c2=O)c(Cl)cc1Cl	7.5	2.8	-3.9	2.5	-8.9	5.8	-1.8	-3.1	2.8
Cc1cccc(C)c1OP(N)(=O)OCC(F)(F)F (stereo not given)	-19.4	6.3	-1.1	-3.0	3.9	-1.0	-7.4	1.7	0.7
COC(=O)C1=Nc2ccccc2/C1=C\c1c(O)n(C)c(=O)n(C)c1=O	3.2	4.4	-3.0	-4.5	2.2	-6.8	11.2	-1.5	x
CC(Cc1ccccc1)NC(=O)Cc1ccc(N(C)C)cc1 (stereo not given)	-5.5	8.2	-2.1	1.8	-2.8	-5.0	-20.9	-4.1	2.7
CC1(C)CN=C(Nc2nc3ccccc3s2)S1	6.1	10.5	-6.9	1.1	16.4	-14.8	-17.2	-5.2	2.7
CCOc1ccc(CC2(CCc3ccncc3)C(=O)NC(=O)NC2=O)cc1	-6.2	-12.7	-1.8	0.4	-5.8	-8.5	2.9	0.5	6.2
O=C(CN1CC=C(c2ccccc2)CC1)NC(=O)NCc1ccco1	10.4	0.9	-2.4	2.8	38.1	-7.8	1.5	0.3	-0.7
Cc1ccc(C2(O)CC(C)N(C)CC2C)cc1 (stereo not given)	17.9	4.2	-1.9	2.1	8.6	-4.7	1.9	-3.6	1.7
CC(C(=O)c1ccc2ccccc2c1)N1CCCCC1 (stereo not given)	3.9	-5.3	-3.7	-1.6	39.2	8.8	7.8	-3.5	0.5
CCCCn1c(=O)c(C(=O)NC(C)c2ccccc2)c(O)c2ccccc21 (stereo not given)	3.1	3.4	-3.8	2.7	-15.5	-2.4	-1.9	-3.6	1.6
O=C(O)C(O)(c1ccccc1)C1CCCCC1 (stereo not given)	3.5	3.0	-3.1	4.1	10.7	-2.9	4.5	-0.4	0.8
CN1/C(=C\C=Nc2ccccc2)C(C)(C)c2ccccc21	-7.6	1.1	-2.1	-2.8	-0.2	-4.3	-7.5	0.4	1.2
C/C(=N\NC(=O)c1ccccc1Cl)c1c(O)n(C2CCCCC2)c(=O)[nH]c1=O	2.7	7.9	-2.0	2.5	14.8	-40.4	2.3	-4.4	0.9
Cn1c(O)c(C=NCCCNC2CCCCC2)c(=O)n(C)c1=O	-8.1	3.2	-2.6	-0.9	4.6	-0.3	3.6	0.6	-2.1
CCc1ccc(N2C(=O)NC(=O)/C(=C\c3cccn3CCOc3ccc(C(C)C)cc3)C2=O)cc1	-8.0	2.6	-3.2	6.4	22.4	-6.3	1.2	-3.3	1.9
CCOc1c(Cl)cc(CNCCc2c[nH]c3ccccc23)cc1OC	-5.7	1.4	-1.1	2.7	1.8	18.9	-8.5	-5.4	4.1
N#Cc1ccc(OCC(=O)N2CCN(Cc3ccc4c(c3)OCO4)CC2)cc1	-7.3	-11.7	-0.8	6.0	7.7	-11.3	-10.8	0.1	3.4
Cc1ccc(-n2c(/C=C/c3ccc4c(c3)OCO4)nc3ccccc3c2=O)cc1	-11.2	-3.6	-4.4	0.8	7.7	-18.5	1.0	0.1	x
O=[N+]([O-])c1ccc(N2CCCC(C(F)(F)F)C2)c2ccncc12 (stereo not given)	-12.2	1.1	-5.1	2.1	-3.3	-18.7	-11.6	-1.5	-0.7
CCC1(C(=O)c2ccc(C)cc2)C2c3ccccc3OC(=O)C21C(=O)O (stereo not given)	-13.1	-11.1	-4.1	-2.9	4.0	-27.6	19.3	5.3	0.8
CC1CN(CC(=O)c2ccccc2Cl)CC(C)O1 (stereo not given)	-5.6	-6.1	-0.3	2.6	1.6	3.7	9.6	2.7	0.3
Cc1cccc(CN2CCCC(C(=O)c3cccc(OC(C)C)c3)C2)n1 (stereo not given)	-5.3	3.2	-3.9	4.6	7.5	3.4	1.1	-5.2	-1.3
Cc1ccc(C(C)C)c(OCC(=O)N2CCN(Cc3nc4cc([N+](=O)[O-])ccc4n3C)CC2)c1	-1.3	4.5	-6.8	4.8	-5.2	-11.0	11.0	-1.4	-0.4
COC(=O)c1ccc(CC(C(=O)c2ccccc2)N(C)C)cc1 (stereo not given)	-9.3	-13.9	-0.6	-2.3	19.3	-10.1	7.9	-0.3	1.0
CCOc1ccc(C2SCC(=O)Nc3c2c(C)nn3C2CCOC(C)(C)C2)cc1 (stereo not given)	-7.2	-10.9	-1.2	-0.9	-1.4	-19.4	-1.5	0.5	1.8
CC(=NCc1cccnc1)c1c(O)n(-c2ccccc2C)c(=O)[nH]c1=O	-1.5	5.0	1.8	7.4	3.2	0.4	2.8	-3.1	-4.2
CC1=NN(c2ccccc2)C(=O)C1/C=C1/C(=O)NC(=O)N(c2cccc(C)c2)C1=O (stereo not given)	-3.1	2.3	0.1	x	14.7	-4.8	11.0	1.9	x
CCOP(=O)(OCC)C(NC(=O)Cc1ccccc1)C(Cl)(Cl)Cl (stereo not given)	-13.4	0.0	0.5	0.4	12.1	-3.0	-8.3	-1.4	3.5
Cc1nc2cc(C(F)(F)F)ccc2n1C1CCN(Cc2nnnn2Cc2ccc3c(c2)OCO3)CC1	-15.8	5.4	-4.2	7.7	-3.9	-3.5	-3.9	-2.9	0.9
Cc1cc(Cc2c(O)[nH]c(=S)[nH]c2=O)ccc1OC(C)C	4.3	3.6	-0.9	1.7	-4.8	-3.2	15.9	-2.7	-0.2
CCOc1cccc(=NC2CCCCC2)c2c(C)n(C)c(C)c12	-20.8	9.9	-0.1	-0.4	11.9	-8.1	-0.1	2.1	x
CN1CCN(c2nc(N)cc(=O)[nH]2)CC1	-5.3	-3.5	-2.4	-2.8	2.1	4.8	-1.2	-0.8	1.4
Fc1ccc(C2NCCc3[nH]cnc32)cc1 (stereo not given)	6.3	1.2	-1.7	-0.4	-17.8	3.5	-0.6	-2.2	4.4
COc1cc(C2NCc3ccccc3-n3cccc32)ccc1O (stereo not given)	-21.3	3.0	-1.6	0.6	0.2	8.1	-6.4	-0.3	-4.8
O=C(c1cn(Cc2ccccc2)c2ccccc12)C1CC1	-0.3	1.1	-3.0	0.0	0.0	-9.9	-14.4	-3.1	-0.2
O=c1[nH]c(=O)n(-c2cccc3ccccc23)c(O)c1/C=N/N1CCCCC1c1cccnc1 (stereo not given)	-0.4	6.4	-2.7	6.7	4.4	-21.1	4.2	-0.5	1.0
COC(=O)[C@]1(C)C[C@H]1[C@H](NP(=O)(c1ccccc1)c1ccccc1)c1ccccc1	7.5	-3.4	-2.3	-0.2	-21.2	-47.0	-19.8	-3.3	1.3
Cc1ccc(C)c(NC2=NCCCS2)c1	6.2	0.6	-1.9	-3.9	-4.8	-0.1	2.1	-4.1	1.1
CCCCCCNc1nc(OC)nc(N2CC3CC(C2)c2cccc(=O)n2C3)n1 (stereo not given)	-11.0	-14.1	-2.2	-2.3	21.7	-33.4	-14.0	-1.4	-1.1
CN1CC(C(=O)c2ccc(Cl)cc2)C(c2ccccc2)C1 (stereo not given)	-7.0	-4.2	-1.8	3.2	18.4	-1.8	-12.4	-0.9	-0.8

In another format: 3 of the compounds above.
CC1=NN(c2ccccc2)C(=O)C1/C=C1/C(=O)NC(=O)N(c2cccc(C)c2)C1=O (stereo not given)
  p-CIP stab down = -3.1
  PfM18AAP inh = 2.3
  IMP-1 inh = 0.1
  IDE cell inh = x
  SUMO HTRF inh = 14.7
  FID counter = -4.8
  NS3 helicase inh = 11.0
  VIM-2 inhibitor = 1.9
  IDE act = x
CCOP(=O)(OCC)C(NC(=O)Cc1ccccc1)C(Cl)(Cl)Cl (stereo not given)
  p-CIP stab down = -13.4
  PfM18AAP inh = 0.0
  IMP-1 inh = 0.5
  IDE cell inh = 0.4
  SUMO HTRF inh = 12.1
  FID counter = -3.0
  NS3 helicase inh = -8.3
  VIM-2 inhibitor = -1.4
  IDE act = 3.5
Cc1nc2cc(C(F)(F)F)ccc2n1C1CCN(Cc2nnnn2Cc2ccc3c(c2)OCO3)CC1
  p-CIP stab down = -15.8
  PfM18AAP inh = 5.4
  IMP-1 inh = -4.2
  IDE cell inh = 7.7
  SUMO HTRF inh = -3.9
  FID counter = -3.5
  NS3 helicase inh = -3.9
  VIM-2 inhibitor = -2.9
  IDE act = 0.9
